Source: PubChem (several laboratories)
IEC-6 tox – counter-screen for KLF5 inhibitors: cytotoxicity in IEC-6 cells | IEC-6 cytotoxicity, luminescence viability | inhibition, % at 5 µM | hit rate 0.78% among 290,000 | AID 1825; in the data active = inhibition above about 22%;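 note: 0% = plate median of test compound wells and 100% = cytotoxic reference compound wells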
aSyn 5UTR inh – MLPCN primary screen, SNCA 5' untranslated region; inhibition, % (tested at 7.5 µM); alpha-synuclein 5'UTR reporter, inhibitor activity; hit rate 0.82% among 300,000; in the data active = inhibition above about 60%;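 note: H4 neuroglioblastoma cells stably carrying SNCA 5'UTR luciferase fusion; 0% = DMSO wells and 100% = positive control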
HSF-1 act – increases HSF-1 driven luciferase reporter signal; activation, % at 9 µM; hit rate 1.7% among 300,000; AID 504408; NIH3T3-HGL HSF-1 luciferase reporter, MG132, 8 h; 100% = twice DMSO control signal;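 active = mean replicate activation of at least 50% with a set share of replicates each reaching 50%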;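 note: 0% = median of the neutral control wells and 100% = twice that signal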
HSF1 inhib – HSF1 inhibition. NIH3T3-HGL HSE-luciferase, MG132-induced, luminescence 8 h; hits give low values. activity change, negative = inhibition, % at 7.5 µM (by protocol). hit rate 0.77% among 300,000. AID 2098;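 active = more than half of replicate wells show activity change below -50%, luminescence cut by over half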;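 note: luciferase reports HSF-1 transcriptional activity via heat shock element; 0% = median of DMSO wells and -100% = zero luminescence signal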
GSK3B inh – blocks human GSK3beta kinase activity. GST-GSK3beta kinase, ADP-Glo luminescence, 60 min; hits give low values. activity score (negative = inhibition), % at 10 µM. hit rate 0.038% among 300,000. AID 2097;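 active = more than half of replicate wells score below -50%, meaning over 50% inhibition versus plate controls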;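 note: 0% = median DMSO wells and -100% = median GW8510 positive control wells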
Target sequence (P49841 whole entry, looked up): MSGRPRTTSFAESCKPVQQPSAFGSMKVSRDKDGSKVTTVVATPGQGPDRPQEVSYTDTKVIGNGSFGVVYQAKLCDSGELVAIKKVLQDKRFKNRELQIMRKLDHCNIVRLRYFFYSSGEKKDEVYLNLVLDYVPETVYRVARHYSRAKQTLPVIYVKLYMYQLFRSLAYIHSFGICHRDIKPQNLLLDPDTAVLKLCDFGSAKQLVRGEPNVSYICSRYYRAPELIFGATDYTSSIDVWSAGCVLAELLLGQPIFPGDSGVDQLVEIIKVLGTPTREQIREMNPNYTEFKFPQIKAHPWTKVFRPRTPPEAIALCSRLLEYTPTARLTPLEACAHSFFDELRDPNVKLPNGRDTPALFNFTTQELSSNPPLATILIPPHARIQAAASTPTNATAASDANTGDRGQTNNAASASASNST
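Assay system: GST-tagged human GSK3beta kinase, cell-free; Input: 1.6 ng GSK3beta; Medium: Tris/MgCl2 kinase buffer; Timing: 60 min enzyme reaction, room temperature; Signal: ADP-Glo luminescence quantifying ADP generated by kinase; Evaluation: score relative to plate controls; Benchmarks: DMSO neutral wells and GW8510 at 20 µM as positive.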
KLF5 inhibitor – suppresses KLF5 promoter-driven expression. DLD-1 KLF5 promoter-luciferase reporter, luminescence. inhibition, % at 5 µM. hit rate 0.23% among 290,000;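 active = inhibition above a per-plate limit of that plate's mean compound inhibition plus 3 SD, cut at about 60% in these data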;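 note: 0% = DMSO wells and 100% = LY294002 at 200 µM; higher means less KLF5 promoter-driven luciferase light; inactives centre near -14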
HSP90 refold inh – inhibitors of HSP90 luciferase refolding in rabbit reticulocyte lysate | luciferase refolding luminescence, 3 h | inhibition, % at 5.6 µM | hit rate 0.91% among 290,000 | AID 1789;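 active = inhibition above the screen-wide mean plus 3 SD, computed separately per campaign, cut at about 16% in these data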;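 note: 0% = DMSO wells and 100% = 60 µM geldanamycin wells; inhibitors lower the luminescence because luciferase stays unfolded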
AI-2 QS modul – Vibrio harveyi AI-2 quorum sensing modulation. Vibrio harveyi JMH597 AI-2 luminescence/OD600 ratio, 9 h; hits give low values; strain lacks LuxN and CqsS sensors; 0 = neutral-control median. activity change, % at 7.5 µM. hit rate 0.4% among 300,000. AID 2094; in the data active = activity change below about -75%, passing the limit was not always enough;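 note: luminescence divided by OD600 gain over 9 h not by final OD600 alone; inactives centre near 13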
PolyA inh – yeast polyadenylation inhibition; S. cerevisiae SKY197-pL101 polyadenylation reporter, beta-gal luminescence; efflux-impaired pdr1/pdr3 knockout yeast; score 100 = 6 SD above DMSO; AID 1875; hit rate 0.02% among 300,000; calls only at 12 µM;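 active = lowest replicate activity score at least 50, where 100 means six control SD above control mean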;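 note: yeast exposed to compound for 9 h at 30 °C; higher score means more reporter readthrough which indicates perturbed polyadenylation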
GSK3 alpha inh – blocks human GSK-3 alpha kinase; ADP-Glo luminescence, 60 min; P49840; inhibition, % at 10 µM; hit rate 0.1% among 320,000;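 in the data active = inhibition above about 50%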;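 note: GST-tagged GSK-3 alpha with peptide substrate and 25 µM ATP; 0% = DMSO neutral wells and 100% = GW8510 positive control wells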
Target sequence (P49840 whole entry, looked up): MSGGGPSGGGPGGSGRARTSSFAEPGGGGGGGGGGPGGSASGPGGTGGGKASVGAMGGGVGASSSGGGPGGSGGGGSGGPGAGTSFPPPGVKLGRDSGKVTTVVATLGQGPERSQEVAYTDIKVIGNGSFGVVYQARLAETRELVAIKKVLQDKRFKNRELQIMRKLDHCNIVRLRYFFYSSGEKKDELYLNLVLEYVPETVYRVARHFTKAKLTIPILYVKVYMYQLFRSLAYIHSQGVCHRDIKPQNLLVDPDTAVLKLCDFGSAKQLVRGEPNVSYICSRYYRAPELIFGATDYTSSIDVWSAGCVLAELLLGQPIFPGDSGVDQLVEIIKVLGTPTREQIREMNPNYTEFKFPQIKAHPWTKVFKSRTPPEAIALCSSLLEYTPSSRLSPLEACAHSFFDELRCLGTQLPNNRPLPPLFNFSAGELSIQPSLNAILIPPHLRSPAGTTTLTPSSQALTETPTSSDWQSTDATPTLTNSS
The depositor's hits bear a star; i = inactive; · = no result given; & = joins results of further samples.

SMILES	IEC-6 tox	aSyn 5UTR inh	HSF-1 act	HSF1 inhib	GSK3B inh	KLF5 inhibitor	HSP90 refold inh	AI-2 QS modul	PolyA inh	GSK3 alpha inh
CCOc1c(S(=O)(=O)N2CCCC2)ccc(Cl)c1Cl	2	30	-5	-3	3	-19	-1	16	i	-2
COC(=O)c1c(NC(=S)NN2CCOCC2)sc2c1CCCC2	-4	10	4	5	-13	-5	-2	37	i	1
O=C1Nc2cc(Cl)ccc2C1(N1CCNCC1)C(F)(F)F (stereo unspecified)	2	2	-9	0	-2	-18	4	16	i	-3
O=C(CSc1nc2ccccc2o1)c1ccc2c(c1)OCCO2	0	·	·	·	·	-32	-5	·	·	1
CN(C)C=Nc1ccc2nc3c(cc2c1)[nH]c1ccccc13	12	-233	43	35	-7	-107	2	6	i	3
Cc1nc(C)c(C(=O)C2=C(O)C(=O)N(CCCn3ccnc3)C2c2ccc(Cl)cc2)s1 (stereo unspecified)	-1	-16	30	17	0	-57	-1	2	i	-2
Cc1cccc(N2CCN(C(=O)CCC(=O)N3CCOc4ccc(Cl)cc43)CC2C)c1 (stereo unspecified)	1	-5	9	4	0	-10	-1	8	i	0
CCOC(=O)c1c(NC(=O)c2nn(CC)cc2Br)sc2c1CCCCC2	1	20	·	·	3	-11	0	-3	i	-1
COc1ccc(C(=O)/C=C/c2cccs2)c(OC(=O)c2cccc([N+](=O)[O-])c2)c1	-2	-366	-2	10	3	-78	0	11	i	0
COc1ccc(NC(=O)C2CCCN(S(=O)(=O)c3ccc4c(c3)CC(C)N4C(C)=O)C2)cc1 (stereo unspecified)	5	31	-6	1	1	14	2	2	i	-2
CCCCCCSc1nsc(NC(=O)CC(C)C)n1	2	3	15	14	3	-29	0	7	i	-2
CCc1ccc(NC(=O)CC2NCCNC2=O)cc1 (stereo unspecified)	-1	-53	-50	-39	2	-16	-4	18	i	-1
COC(=O)c1ccccc1OC(=O)c1cccnc1	2	21	5	0	1	-26	-9	11	i	-1
O=C(COC(=O)c1cc(S(=O)(=O)N2CCOCC2)c(Cl)cc1Cl)Nc1ncc(C(F)(F)F)cc1Cl	-2	·	·	·	·	-48	-2	·	·	-2
CCCc1cc2c(cc1NC(=O)c1ccccc1C)OCO2	-3	-2	1	0	0	-5	1	21	i	-2
C/C(=N\NC(=O)C(O)(c1ccccc1)c1ccccc1)c1ccc(NC(=O)CCCC(=O)O)cc1	1	30	10	0	4	-28	0	4	i	-21
OCC[C@@H]1C[C@@H](O)[C@H](O)[C@@]2(CCCO2)O1	·	26	5	-1	1	·	·	12	i	-3
O=C(/C=C/c1ccccc1)Nc1cc(C(=O)O)cc(C(=O)O)c1	-1	8	20	-6	0	14	2	35	i	-3
CC1=NN(c2nc(-c3ccc(C)cc3)cs2)C(=O)C1N=Nc1cccc(C)c1 (stereo unspecified)	4	16	-4	0	1	0	3	27	i	0
O=C(Cc1ccc(F)cc1)Nc1ccc2[nH]ncc2c1	-21	6	13	-3	-2	-35	-8	6	i	4
Cc1ccc2nc(SCC(=O)N3CCOCC3)[nH]c2c1	-2	-89	18	10	0	-142	2	12	i	·
Cc1ccccc1OC(=O)n1c(=S)oc2cc(Cl)ccc21	-2	19	19	2	1	-41	2	-44	i	3
CCOC(=O)c1ccc(NC(=O)Nc2ccc(F)cc2)cc1	-2	-106	6	22	1	-72	1	22	i	-2
COc1ccc(NC(=O)CSC2CC(=O)N(c3ccc4c(c3)OCCO4)C2=O)cc1 (stereo unspecified)	-6	-2	13	2	1	-31	3	40	i	-1
CC(C)NC(=O)C1CCN(C(=O)C(C(=O)c2ccccc2)n2cc(Cl)ccc2=O)CC1 (stereo unspecified)	-2	-15	23	-3	2	-5	-1	23	i	-1

Of the compounds above, these have a halogen.
SMILES	IEC-6 tox	aSyn 5UTR inh	HSF-1 act	HSF1 inhib	GSK3B inh	KLF5 inhibitor	HSP90 refold inh	AI-2 QS modul	PolyA inh	GSK3 alpha inh
CCOc1c(S(=O)(=O)N2CCCC2)ccc(Cl)c1Cl	2	30	-5	-3	3	-19	-1	16	i	-2
O=C1Nc2cc(Cl)ccc2C1(N1CCNCC1)C(F)(F)F (stereo unspecified)	2	2	-9	0	-2	-18	4	16	i	-3
Cc1nc(C)c(C(=O)C2=C(O)C(=O)N(CCCn3ccnc3)C2c2ccc(Cl)cc2)s1 (stereo unspecified)	-1	-16	30	17	0	-57	-1	2	i	-2
Cc1cccc(N2CCN(C(=O)CCC(=O)N3CCOc4ccc(Cl)cc43)CC2C)c1 (stereo unspecified)	1	-5	9	4	0	-10	-1	8	i	0
CCOC(=O)c1c(NC(=O)c2nn(CC)cc2Br)sc2c1CCCCC2	1	20	·	·	3	-11	0	-3	i	-1
O=C(COC(=O)c1cc(S(=O)(=O)N2CCOCC2)c(Cl)cc1Cl)Nc1ncc(C(F)(F)F)cc1Cl	-2	·	·	·	·	-48	-2	·	·	-2
O=C(Cc1ccc(F)cc1)Nc1ccc2[nH]ncc2c1	-21	6	13	-3	-2	-35	-8	6	i	4
Cc1ccccc1OC(=O)n1c(=S)oc2cc(Cl)ccc21	-2	19	19	2	1	-41	2	-44	i	3
CCOC(=O)c1ccc(NC(=O)Nc2ccc(F)cc2)cc1	-2	-106	6	22	1	-72	1	22	i	-2
CC(C)NC(=O)C1CCN(C(=O)C(C(=O)c2ccccc2)n2cc(Cl)ccc2=O)CC1 (stereo unspecified)	-2	-15	23	-3	2	-5	-1	23	i	-1

(list continues)
SMILES	IEC-6 tox	aSyn 5UTR inh	HSF-1 act	HSF1 inhib	GSK3B inh	KLF5 inhibitor	HSP90 refold inh	AI-2 QS modul	PolyA inh	GSK3 alpha inh
O=S(=O)(NCCSc1ccccc1)c1ccc(F)cc1	-3	0	-10	1	0	-32	3	-62	i	0
COCCCn1c(SCC(=O)N2CCc3ccccc32)nnc1-c1ccoc1C	-2	13	-13	-1	2	3	-2	13	i	2
Cc1ccccc1NC(=O)Nc1nc2ccc(S(C)(=O)=O)cc2s1	0	-85	-5	-2	1	-25	4	5	i	-2
CN(C)c1ccnc(Nc2ccccc2)c1C#N	0	-11	4	-8	2	-31	-3	15	i	0
CCOC(=O)C1CCN(S(=O)(=O)c2ccc3c(c2)NC(=O)C(C)C(=O)N3)CC1 (stereo unspecified)	-3	13	0	-1	0	-18	-3	27	i	0
O=C(NCCN1CCOCC1)c1cc(-c2ccc(F)cc2)on1	-5	-15	23	8	2	-14	3	9	i	-3
Cc1oc(-c2ccc(Cl)cc2)nc1CS(=O)CC(=O)NC1CCCC1 (stereo unspecified)	5	-1	15	-1	-1	-37	0	5	i	0
CCn1c(=O)c2cc(C(=O)N3CCOCC3)sc2c2ccccc21	9	9	-20	-7	1	-25	1	22	i	-1
Cc1nn(CCCC(=O)NCc2ccco2)c(=O)c2nn(-c3ccccc3)c(C)c12	1	21	-1	-1	1	-15	-4	12	i	-1
CCOc1ccc2oc(C(=O)N3CCN(c4ccccc4OCC)CC3)c(C)c2c1	·	0	-4	-1	-11	·	·	-11	i	7
Cn1c(SCC(=O)N2CCOCC2)nnc1-c1ccc(Cl)cc1Cl	8	-1	-2	-1	4	-19	1	-4	i	-1
COc1ccccc1-c1ocnc1C(=O)N1CCN(S(=O)(=O)c2ccc(NC(C)=O)cc2)CC1	0	-12	9	0	-1	-10	-1	8	i	0
CN1C(=O)C(O)(CC(=O)c2ccccc2O)c2cc(Br)ccc21 (stereo unspecified)	0	-20	-3	-2	2	2	-7	30&7	i	0
COc1ccccc1/C=C/C(=O)OCC(=O)NCCC1=CCCCC1	-2	-1	-7	1	0	-6	-1	4	i	1
O=S(=O)(NCc1nnc2c(C(F)(F)F)cc(Cl)cn12)c1ccccc1	-7	11	6	4	1	0	-2	-8	i	-6
COc1ccc(CNC(=S)Nc2cc(C)cc(C)c2)cc1	2	-8	-4	8	4	10	1	-28	i	-2
NS(=O)(=O)c1ccc(CCNC(=S)Nc2ccc(S(N)(=O)=O)cc2)cc1	0	7	11	6	-1	-20	-2	4	i	-1
COc1cccc(CNC(=O)N[C@@H](C)C(=O)O)c1	-3	4	·	·	3	-37	2	16	i	0
CCC(=O)Nc1nnc(SCC(=O)c2ccc3c(c2)Cc2ccccc2-3)s1	0	-1	15	5	1	-29	1	23	i	-1
CCn1c(=O)cc(SCC(=O)N2CCN(c3ccccn3)CC2)c2ccccc21	7	0	30	7	2	-18	1	29	i	·
CCOC(=O)c1cccc(NC(=O)CCc2c(C)nc3ncnn3c2C)c1	-4	-20	11	-1	-4	-21	-5	20	i	5
CN(C)S(=O)(=O)c1ccc(Cl)c(C(=O)NC2CCCCCCC2)c1	3	8	0	0	1	4	0	-13	i	-2
CCOc1ccc(S(=O)(=O)n2ccc(C)n2)c2ccccc12	0	28	27	22	-2	-35	-2	10	i	-1
Cc1ccccc1OCC(=O)NCC(C)(C)N1CCOCC1	·	-20	8	-1	-3	·	·	-10	i	-1
Cc1ccc(-c2nc(CS(=O)CC(=O)N3CCN(c4ccc(F)cc4)CC3)c(C)o2)cc1 (stereo unspecified)	3	25	11	6	-1	-17	-3	7	i	-1
More compounds.
SMILES	IEC-6 tox	aSyn 5UTR inh	HSF-1 act	HSF1 inhib	GSK3B inh	KLF5 inhibitor	HSP90 refold inh	AI-2 QS modul	PolyA inh	GSK3 alpha inh
O=C(c1cnccn1)N1CCN(C/C=C/c2ccccc2)CC1	-11	24	-4	-9	1	20	-3	6	i	1
CN1C(CC(=O)c2ccccc2)CCCC1CC(O)c1ccccc1 (stereo unspecified)	0	-17	5	-3	0	-19	4	3	i	0
Cc1cc(CSc2ccccc2)ccc1NC(=O)COc1ccccc1C	-6	34	·	·	2	-5	2	10	i	-3
Cc1ccc(N2C(=O)N3[C@H](c4ccc(F)cc4)[C@@H]4C(=O)N(C5CCCCC5)C(=O)[C@@H]4[C@]3(Cc3ccccc3)C2=O)cc1	1	28	9	4	2	-17	1	50	i	-1
Cc1onc(-c2ccccc2)c1C(=O)N1CCN(C)CC1	1	-1	22	-5	2	-10	4	17	i	5
COc1cc(NC(=O)c2ccccc2-c2ccccc2)cc(OC)c1	2	1	3	7	3	-12	2	15	i	3
Cc1ccc(CSCC(=O)Nc2ccc(F)cc2)cc1	1	-29	22	7	-1	-18	-1	2	i	-2
N=c1n(CCN2CCCCC2)c2ccccc2n1CC(O)c1ccco1 (stereo unspecified)	1	3	-4	-8	7	-7	-3	14	i	-3
CCC1(c2ccccc2)NC(=O)N(CC(=O)Nc2cc(C(F)(F)F)ccc2N2CCCC2)C1=O (stereo unspecified)	·	6	3	3	1	·	·	36	i	1
O=C(C1COc2ccccc2O1)N1CCN(c2nc3c(F)cc(F)cc3s2)CC1 (stereo unspecified)	·	2	38	4	4	·	·	-1	i	-2
NC(=O)CC(NC(=O)c1ccccc1)c1ccc(NC2CCC2)c([N+](=O)[O-])c1 (stereo unspecified)	·	7	22	10	-3	·	·	12	i	0

Not all compounds are listed; count on the stated rates, not on these rows.
